CHRM4 PAM: potentiates acetylcholine response at human M4 receptor. P08173. CHO-K1 hM4/Gqi5, Fluo-8 calcium fluorescence, ACh EC20; 0% = ACh EC20, 100% = maximal ACh. activation, % at 3 µM. 360,000 tested, 0.4% active;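 active means activation above its plate's cutoff, the mean activation of sample wells plus 3 SD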; further: some results filed as inactive read as strong as hits
Target sequence (P08173 whole entry, looked up): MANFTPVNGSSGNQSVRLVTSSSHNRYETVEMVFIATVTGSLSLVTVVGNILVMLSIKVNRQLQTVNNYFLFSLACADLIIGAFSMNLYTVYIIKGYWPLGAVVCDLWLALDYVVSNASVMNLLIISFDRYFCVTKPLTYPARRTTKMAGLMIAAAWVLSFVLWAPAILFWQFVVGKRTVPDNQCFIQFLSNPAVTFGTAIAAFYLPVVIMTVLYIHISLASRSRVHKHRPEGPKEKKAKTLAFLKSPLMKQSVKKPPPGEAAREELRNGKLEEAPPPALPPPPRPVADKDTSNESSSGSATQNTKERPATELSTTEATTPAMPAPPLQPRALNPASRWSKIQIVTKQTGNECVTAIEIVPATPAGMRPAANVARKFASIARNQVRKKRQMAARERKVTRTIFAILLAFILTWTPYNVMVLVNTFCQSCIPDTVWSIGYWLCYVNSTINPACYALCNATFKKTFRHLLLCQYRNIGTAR
CHO-K1 Ca PAM: counter-screen for M1 PAMs: effect in parental CHO-K1 cells. ATP EC20, Fluo-8 calcium fluorescence; 0% at ATP EC20, 100% at ATP max. activation, % at 3 µM. 360,000 tested, 0.02% active;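 active means activation above the run cutoff, the mean activation of all test compounds plus 3 SD, cut at about 40% in these data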;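 further: peak over basal fluorescence ratio in a 140 s read after ATP addition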
TAAR1 antag: antagonists of human TAAR1; Q96RJ0; CHO RD-HGA16 TAAR1, Fluo-8 calcium fluorescence, antagonist; inhibition, % at 3 µM; 360,000 tested, 1.5% active; AID 624466;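 active means inhibition above a per-plate cutoff, the mean inhibition of test compounds on that plate plus 3 SD, cut at about 49% in these data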;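 further: 0% = DMSO plus EC80 beta-PEA response and 100% = DMSO alone without agonist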
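test system = CHO RD-HGA16 cells bearing hTAAR1 | replication = singlicate | controls = DMSO-only wells and EC80 β-PEA-stimulated wells | reagent = EC80 β-phenethylamine stimulus | read-out basis = percent inhibition of PEA-evoked calcium signal, max/basal emission ratio | schedule = seeding 17-24 h prior, 75-min 37 °C, 30-min RT dye loading | signal = kinetic Fluo-8 calcium fluorescence measurement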
TAAR1 ag: human TAAR1 agonism; Q96RJ0; CHO RD-HGA16 TAAR1, Fluo-8 calcium fluorescence; vehicle wells 0%, saturating PEA agonist 100%; activation, % at 3 µM; 360,000 tested, 0.99% active; AID 624467;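 active means activation above the mean activation of all test compounds in the run plus 3 SD, cut at about 38% in these data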
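Repeats: no replicates (n 1) | Material: CHO-derived RD-HGA16 cells with stable Gα16 and human TAAR1 | Technique: Kinetic Fluo-8 calcium fluorescence | Schedule: 17-24 h seeding, 75 min 37 °C dye, 30 min RT | Evaluation: % activation from peak over basal fluorescence ratio, DMSO-to-PEA scaled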
M5 PAM: positive allosteric modulators of human muscarinic M5 receptor. P08912. CHO-K1 hM5, Fluo-8 calcium, ACh EC20 PAM; 0% = ACh EC20, 100% = ACh EC100. activation, % at 3 µM. 360,000 tested, 0.3% active;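 active means activation above the run cutoff, the mean activation of all test compounds plus 3 SD, cut at about 18% in these data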
Target sequence (P08912 whole entry, looked up): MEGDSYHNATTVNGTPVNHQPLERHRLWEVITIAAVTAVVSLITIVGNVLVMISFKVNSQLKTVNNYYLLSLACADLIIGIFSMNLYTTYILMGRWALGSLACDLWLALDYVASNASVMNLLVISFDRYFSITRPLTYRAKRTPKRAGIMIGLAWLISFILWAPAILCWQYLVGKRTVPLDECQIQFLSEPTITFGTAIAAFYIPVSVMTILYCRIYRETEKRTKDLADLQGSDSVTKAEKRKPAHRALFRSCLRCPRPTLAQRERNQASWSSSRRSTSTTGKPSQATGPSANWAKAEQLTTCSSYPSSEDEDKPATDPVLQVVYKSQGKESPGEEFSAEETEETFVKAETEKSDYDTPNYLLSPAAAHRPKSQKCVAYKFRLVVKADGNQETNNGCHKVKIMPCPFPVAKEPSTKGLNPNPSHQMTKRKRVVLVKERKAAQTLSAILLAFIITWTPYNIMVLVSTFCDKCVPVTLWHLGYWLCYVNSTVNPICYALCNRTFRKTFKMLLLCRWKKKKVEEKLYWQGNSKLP
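Probe or stimulus: acetylcholine, EC20 level; Assay system: human M5 receptor in CHO-K1 cells; Schedule: compound preincubation 140 s before EC20 acetylcholine addition; Technique: intracellular calcium via Fluo-8 fluorescence; Dosing: single-point, 3 µM nominal; Read-out basis: percent activation from peak-over-basal fluorescence ratio, scaled EC20-to-EC100 acetylcholine; Repeats: one well per compound, no replicates.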
CHRM5 antagonist: antagonists of human muscarinic M5 receptor (CHRM5); P08912; CHO-hM5 cells, Fluo-8 calcium fluorescence, ACh EC80; inhibition, % at 3 µM; 360,000 tested, 0.59% active; AID 624040;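 active means inhibition above a per-plate cutoff, the mean of that plate's test compounds plus 3 SD, cut at about 27% in these data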;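 further: 0% = acetylcholine EC80 with DMSO and 100% = DMSO without agonist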
CRFBP-R2 agonist: CRF-BP/CRF-R2 complex agonism; 350,000 tested, 0.46% active; activation, % at 13.2 µM; HEK293 CRF-R2/CRF-BP, calcium dye fluorescence (FLIPR); percent of saturating CRF peptide response;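 active means activation of at least 50%, plus an integration ratio under a set limit after plate pattern correction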;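 further: plate controls were neutral control wells without compound for no effect and CRF at EC100 for full effect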
M5 ag: agonists of human muscarinic M5 receptor (CHRM5) | P08912 | CHO-K1 hM5 cells, Fluo-8 calcium fluorescence; 0% DMSO wells, 100% maximal acetylcholine response | activation, % at 3 µM | 360,000 tested, 0.19% active;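 active means activation above the run's mean over test compounds plus 3 SD, cut at about 23% in these data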;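 further: signal is peak over basal fluorescence ratio across the kinetic read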
CRFR2-BP antag: CRF-BP/CRF-R2 complex antagonism; inhibition, % at 11.8 µM; HEK293 CRF-R2/CRF-BP, CRF-induced calcium fluorescence; 350,000 tested, 0.59% active; AID 588475;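 active means inhibition of the ligand-induced calcium signal above about 50% at the single tested concentration, limit read from the data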
* = called active by the depositor; . = no result given.

Compound	CHRM4 PAM	CHO-K1 Ca PAM	TAAR1 antag	TAAR1 ag	M5 PAM	CHRM5 antagonist	CRFBP-R2 agonist	M5 ag	CRFR2-BP antag
O=C(NCc1ccc(F)cc1)C1CCC(CNc2c(N3CCOCC3)c(=O)c2=O)CC1 (stereo not drawn)	-23	6	-14	0	-11	5	0.8	1	5
O=C(c1cc2c(c(-c3cccc(-c4ccncc4)c3)n1)[C@@H](CCO)N(C(=O)c1ccc3c(c1)OCO3)C2)N1CCOCC1	8	-2	-16	0	-5	-4	.	1	.
Cc1c(OC(C)C(=O)N[C@H](C(=O)O)c2ccccc2)ccc2c3c(c(=O)oc12)CCCC3 (stereo partly drawn)	1	-18	-18	2	-6	10	1.4	0	1
COc1cccc(-n2nc(-c3ccnn3-c3ccccc3)c(=O)n(C)c2=O)c1	4	13	-6	12	3	-5	-3.0	-1	6
CC(C)CC1NC(C(=O)O)Cc2c1[nH]c1ccccc21 (stereo not drawn)	3	2	-19	3	-1	5	8.6	1	5
Cc1c(C(=O)OC(C)C(=O)N(C)Cc2ccccc2)oc2ccccc12 (stereo not drawn)	6	9	5	6	-6	13	1.0	-4	6
CCN(CC(=O)Nc1ccccc1C(F)(F)F)C(=O)c1cc2c(s1)CCCCC2	-4	-12	-8	0	-6	13	4.5	5	-21
CCCCC(=O)Nc1cnc(NC(=O)c2ccco2)cc1C	-1	-7	-16	3	3	-2	0.0	-3	1
CCn1c(SCC(=O)N2CCN(c3ccc(Cl)cc3)CC2)nc2ccccc2c1=O	0	-4	-8	7	3	2	0.0	-5	18
CCOCCc1nnc(NC(=O)CCS(=O)(=O)c2ccccc2)s1	0	-8	0	-3	2	-3	-0.6	1	0
CC1(C)CC(=O)C=C(c2ccc3ccccc3c2)C1	7	17	16	27	5	3	-0.7	0	-8
O=C(NC1CCCCC1)C1CN(S(=O)(=O)c2ccccc2)CCN1S(=O)(=O)c1ccccc1 (stereo not drawn)	-2	29	-24	10	7	-9	-0.9	-5	6
CC1Oc2ccccc2C=C1/C=N/NC(=O)c1ccncc1 (stereo not drawn)	5	-3	-15	3	0	8	-0.5	1	14
CCOC(=O)CNC(=O)CSc1nnc(-c2ccccc2)n1Cc1ccco1	1	-7	-3	5	3	3	-0.4	-2	5
COc1ccc(Cl)cc1NC(=S)NCc1ccc(S(N)(=O)=O)cc1	2	19	5	2	-1	1	1.5	-1	-16

Next section (3 carried over from the part before).
Compound	CHRM4 PAM	CHO-K1 Ca PAM	TAAR1 antag	TAAR1 ag	M5 PAM	CHRM5 antagonist	CRFBP-R2 agonist	M5 ag	CRFR2-BP antag
CC1Oc2ccccc2C=C1/C=N/NC(=O)c1ccncc1 (stereo not drawn)	5	-3	-15	3	0	8	-0.5	1	14
CCOC(=O)CNC(=O)CSc1nnc(-c2ccccc2)n1Cc1ccco1	1	-7	-3	5	3	3	-0.4	-2	5
COc1ccc(Cl)cc1NC(=S)NCc1ccc(S(N)(=O)=O)cc1	2	19	5	2	-1	1	1.5	-1	-16
CC(=O)Nc1ccc(C2=NNC(=Nc3ccc(S(=O)(=O)N4CCOCC4)cc3)SC2)cc1	0	-13	-43	1	8	1	-0.1	0	10
O=c1c2cc(N3CCOCC3)ccc2[nH]c(=S)n1CC1CCCO1 (stereo not drawn)	-12	-5	10	9	-7	7	0.8	-3	-12
O=C1c2ccccc2C(=O)N1CC1=NCCc2ccccc21	3	25	-21	3	1	-2	6.2	-3	-12
CCn1ccnc1CN(C)C(=O)c1cc(COc2c(F)cccc2F)on1	1	3	16	2	2	4	4.8	-2	-5
Cc1ccc2[nH]c(=O)c(CN(C(=O)c3cccc([N+](=O)[O-])c3)C(C)C)cc2c1	-6	-8	-5	0	-6	8	0.9	1	-11
O=C(COC(=O)c1cc(Cl)nc(Cl)c1)NCCc1ccc(F)cc1	9	12	-15	1	-5	3	-0.5	4	4
C=C1CCN([C@@H](Cc2ccccc2)C(=O)NCc2ccccc2)S(=O)(=O)c2ccccc21	5	-23	16	5	-8	7	-1.0	-2	10
COc1ccc(-c2nnc(SCc3ccccn3)n2C)cc1	0	15	4	10	-4	1	4.4	-2	2
O=C(N/N=C/c1ccccc1)C(=O)N/N=C/c1ccccc1	-7	4	-11	1	2	-2	-0.9	-3	3
Cc1c(NC(=O)COC(=O)c2cc3c4ccccc4n(C)c3s2)c(=O)n(-c2ccccc2)n1C	5	18	-16	1	2	-2	0.6	-11	26
COc1ccccc1NC(=O)C1CCCN(c2ncnc3c2nc2n3CCCCC2)C1 (stereo not drawn)	-1	10	-26	2	-3	-10	-2.0	0	2
O=C(CCl)N1CCN(CC(=O)N2CCCC2)CC1	-1	8	-28	2	1	4	-0.5	-1	9
CCOC(=O)C1CCN(CCC(=O)Nc2ccccc2)CC1	2	17	-19	4	-7	9	0.3	-4	2
Cc1c(C(=O)NC2CCOC2)oc2c(F)cccc12 (stereo not drawn)	1	8	-21	1	-2	-2	0.1	-4	-4
COc1ccc(C(=O)C(CO)Oc2ccccc2OC)cc1OC (stereo not drawn)	-5	5	3	7	0	3	-0.2	0	-6
COc1ccc(S(=O)(=O)NC(C(C)C)C(C)C)cc1OC	-9	17	-12	6	2	-7	-5.0	-4	-7
Cc1ccc(/C=C/C(=O)c2ccc(C)cc2)cc1	3	-6	15	12	-9	4	0.0	-3	24
O=C(Nc1ccc(S(=O)(=O)C(F)F)cc1)c1cccc(S(=O)(=O)N2CCOCC2)c1	-18	1	60*	36	-12	10	1.5	1	3
CCOC(=O)c1ccccc1NC(=S)N1CCN(C2CCCCC2)CC1	8	-22	-20	-1	-2	9	-1.3	-6	-9
Cc1nc2[nH]c(=O)c3c(n2n1)NC1=C(C(=O)CC(C)(C)C1)C3c1ccccc1 (stereo not drawn)	-1	-7	5	5	-1	1	7.2	-3	11
CCOc1ccccc1Oc1cn[nH]c1-c1ccc(OC)cc1O	-2	-4	26	3	-6	4	-0.4	-2	-4
COCCCNC(=O)CSc1c2c(nc3ccc(Cl)cc13)CCCC2	-2	16	1	11	1	-6	-2.2	-7	-10
Cc1cccn2c(=O)c(/C=N/O)c(Nc3ccccc3F)nc12	-4	9	-6	-1	-5	16	2.6	0	-4
S=c1[nH]nc(CN2CCCC2)n1Cc1ccccc1	-14	-13	-23	0	-7	9	2.5	-18	-5
CC1CC(C)(C)NC(=S)N1CCCC(=O)Nc1ccc2c(c1)OCCO2 (stereo not drawn)	-14	8	-8	2	-22	18	-1.2	1	-7
CN(c1ccccc1)S(=O)(=O)c1ccc(Cl)c(C(=O)OCC(=O)NC2CCS(=O)(=O)C2)c1 (stereo not drawn)	-8	6	2	2	-14	-4	-0.3	0	6
CCOC(=O)N1CCN(C(=O)COc2ccccc2Cl)CC1	-5	-4	-21	4	-8	5	-0.1	-1	-9
CN(C)c1ccc(NS(=O)(=O)c2cc3c4c(c2)CC(=O)N4CCC3)cc1	1	-24	4	0	6	-8	-0.8	-1	8
Cc1cccc(-n2nnnc2SCC(=O)NC2CCCC2)c1	3	-2	-21	0	4	3	-3.6	0	-3
O=S(=O)(c1cccc(-c2csc(-c3cccnc3)n2)c1)N1CCOCC1	8	-5	-9	1	-1	2	-3.1	2	-2
CCc1cc(C(c2ccncc2)N2CCN(C)CC2)c(NC(=O)c2ccccc2)s1 (stereo not drawn)	18	29	2	0	10	-8	2.3	-2	1
CCCCC(=O)N(c1ccc(OCC)cc1)C1C=CS(=O)(=O)C1 (stereo not drawn)	1	-1	-4	-1	-2	-1	-2.0	3	1
CCn1cc(C(=O)NCc2ccccc2F)c(=O)c2ccc(C)nc21	5	16	.	.	0	1	-0.9	-2	-3
CCCN(C)C1CN(Cc2cn(Cc3ccc(C(F)(F)F)cc3)nn2)S(=O)(=O)C1 (stereo not drawn)	2	9	-27	6	2	2	.	4	.
CCOc1ccccc1Oc1ccc(C(F)(F)F)cn1	-5	8	0	2	-1	0	-0.2	0	-11
CCn1c(SCC(=O)NCc2ccc3c(c2)OCO3)nc2c(c1=O)SCC2	9	-21	-3	-2	6	-10	1.9	-3	-1
CCC(c1nnnn1CS(=O)(=O)c1ccc(C)cc1)N1CCC(C(N)=O)CC1 (stereo not drawn)	-1	-1	1	1	-2	18	-0.4	-5	4
CC(C)c1ccc(NC(=S)N2CCN(C)CC2)cc1	4	18	-2	2	0	-3	-0.9	-2	-5
CC(=O)c1ccc(N2CCN(c3ccc(C(F)(F)F)cn3)CC2)cc1	-9	16	-2	8	-11	5	-0.8	3	-1
Cc1cc(C(=O)CN2C(=O)c3ccccc3S2(=O)=O)c(C)n1CC1CCCO1 (stereo not drawn)	4	-3	-22	1	-7	3	0.2	-2	3
CN(C)C(=O)C1Cc2ccccc2CN1S(=O)(=O)c1ccc(F)cc1 (stereo not drawn)	-1	18	-2	3	0	12	3.0	-3	18
O=C(CCCN1C(=O)/C(=C/c2ccccc2)SC1=S)Nc1cccc(O)c1	-4	11	19	7	-9	8	0.4	6	-10
CCOC(=O)Cn1c(CN(C)Cc2ccccc2)nc2c1c(=O)n(C)c(=O)n2C	0	7	-3	15	-2	4	-0.1	-6	6
CC(C)c1ccc(O)c(C(=O)c2cnn(-c3ccccc3)c2)c1	0	-8	-18	8	2	-6	2.6	-2	-13
Clc1ccc(-c2csc(N/N=C/c3ccco3)n2)cc1	5	11	-21	-1	7	-3	-1.5	6	-14
Cc1ccc(NC(=O)CSc2ccccc2NC(=O)c2ccccc2)cc1Cl	6	8	0	6	-3	7	-2.1	-3	-10
Cc1ccc(S(=O)(=O)Cn2nnnc2C(c2ccc(F)cc2)N2CCC(C(N)=O)CC2)cc1 (stereo not drawn)	5	5	7	4	15	-7	0.1	-7	-2
CC(OC(=O)c1cccnc1)C(=O)NCc1ccc2c(c1)OCO2 (stereo not drawn)	-4	21	2	1	2	-6	-1.7	-3	12
COc1ccc(CNC(=O)Nc2cccc3ccccc23)cc1	0	-4	10	1	-4	9	-1.1	-2	10
Cc1ccc(C)c(N(C(=O)CS(=O)CC(=O)Nc2ccc3c(c2)OCO3)C(C)C(=O)NC2CCCC2)c1 (stereo not drawn)	5	25	-10	15	-7	-2	-1.8	-10	0
Cc1ccc(-c2onc3ccc(C4(C)OCCO4)cc23)cc1	4	16	1	23	4	-9	-1.1	-9	-3
